Bioassay records: PubChem, National Center for Advancing Translational Sciences (NCATS)
FUS suppressor – FUS proteinopathy suppression in yeast | S. cerevisiae FUS-expressing, growth rescue, OD600, 24 h | Potency, µM (series often up to 76.6 µM), without a hit: top-dose growth rescue (activation), most hits filed as activators | actives 0.24% (n = 390,000) | AID 1347120;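 also: potency is read from the fitted curve at half-maximal effect; plate controls were DMSO vehicle for no effect and reference control for full effect; nearly all actives have a fitted effect of over 55% in size; some results filed as inactive show a strong effect at the top dose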
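Read-out: OD at 600 nm after 24hr at 30C, reporting rescue of FUS-induced yeast toxicity. Cells at OD 0.005 in galactose (2%) minimal medium; compounds tested in a dilution series; CP55940 titration from 92uM final as control.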
PLK1 PBD block – blocks phosphopeptide binding to human PLK1 polo-box domain; Plk1 PBD binding of FITC phosphopeptide, fluorescence polarization; Potency, µM, without a hit: max response, negative = inhibition, hits mostly inhibitors; actives 2.8% (n = 360,000); also: potency is read from the fitted curve at half-maximal effect; series mostly up to about 57 µM; % is scaled to controls: 0 for no effect and ±100 for the full control effect; nearly all actives have a fitted effect of over 65% in size
EPAC1 antag – blocks human EPAC1 exchange factor; O95398; EPAC1 GEF assay, Rap1b-BODIPY-GDP exchange fluorescence; Potency, µM (top dose mostly 115 µM), for inactives: at the top dose activity change, negative = inhibition, most hits filed as inhibitors; actives 0.14% (n = 360,000);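 also: potency is read from the fitted curve at half-maximal effect; plate controls were vehicle for no effect and positive control for full effect; nearly all actives have a fitted effect of over 50% in size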
Target sequence (O95398 whole entry, looked up): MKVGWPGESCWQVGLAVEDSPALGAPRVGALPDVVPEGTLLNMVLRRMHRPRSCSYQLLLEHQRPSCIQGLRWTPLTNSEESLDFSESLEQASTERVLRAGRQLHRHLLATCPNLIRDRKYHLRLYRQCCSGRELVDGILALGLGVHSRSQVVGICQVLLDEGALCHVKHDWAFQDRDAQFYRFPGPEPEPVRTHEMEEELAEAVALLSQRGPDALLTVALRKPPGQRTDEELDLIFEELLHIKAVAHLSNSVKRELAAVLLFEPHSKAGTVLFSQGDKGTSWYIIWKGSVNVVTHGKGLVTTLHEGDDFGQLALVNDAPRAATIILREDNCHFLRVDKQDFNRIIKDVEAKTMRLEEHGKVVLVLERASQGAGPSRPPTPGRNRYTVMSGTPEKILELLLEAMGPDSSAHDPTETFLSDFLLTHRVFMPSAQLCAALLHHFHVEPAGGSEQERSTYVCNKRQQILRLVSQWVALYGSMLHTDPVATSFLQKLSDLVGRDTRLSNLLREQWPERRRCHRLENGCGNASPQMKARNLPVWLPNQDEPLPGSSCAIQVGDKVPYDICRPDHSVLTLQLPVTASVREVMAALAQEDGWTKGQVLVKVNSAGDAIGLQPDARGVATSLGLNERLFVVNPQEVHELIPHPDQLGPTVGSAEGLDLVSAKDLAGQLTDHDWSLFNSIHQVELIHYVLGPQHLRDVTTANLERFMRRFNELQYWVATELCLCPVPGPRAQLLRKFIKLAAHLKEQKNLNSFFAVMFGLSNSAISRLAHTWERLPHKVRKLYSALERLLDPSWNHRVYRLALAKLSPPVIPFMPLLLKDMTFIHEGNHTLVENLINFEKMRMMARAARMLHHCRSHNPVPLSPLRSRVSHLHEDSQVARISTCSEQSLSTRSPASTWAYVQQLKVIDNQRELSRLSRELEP
WRN inhibitor – blocks human WRN helicase; Q14191; WRN helicase unwinding, fluorescent forked duplex, kinetic; Potency, µM (series often up to 114 µM), without a hit: at the top dose activity change, negative = inhibition, most hits filed as inhibitors; actives 0.46% (n = 360,000); AID 651768; also: potency is read from the fitted curve at half-maximal effect; % is scaled to controls: 0 for no effect and ±100 for the full control effect; nearly all actives have a fitted effect of over 55% in size
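Enzyme (20 nM final) and test compound sit together 15 min at room temperature before substrate addition. Substrate is a single-forked duplex oligonucleotide (100 nM) labelled with fluorophore and quencher, with 2 mM ATP; helicase unwinding raises red fluorescence, read kinetically.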
IL2 activator – activates IL-2 in a cell-based reporter assay; IL-2 activation reporter assay, cell-based qHTS; stimulated with anti-CD3/CD4/CD28 beads; in transgenic mouse T cells; actives 0.065% (n = 360,000); activation, % (series mostly up to about 46 µM); AID 652025; in the data active = activation above about 50%; inconclusive = mostly about 30% to 49%; also: 0% is about no effect
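Using fluorescent plate cytometry, EGFP and DsRed are detected in transgenic mouse T cells stimulated 18 h at 37 degrees C with antibody-coated beads after 60 min compound pretreatment.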
Abeta rescue – A-beta toxicity reversal in yeast. yeast expressing A-beta42, growth rescue, OD600, 48 h; response scale: 0% DMSO, 100% iron-clioquinol control. Potency, µM (series often up to 46.1 µM), inactives show top-dose growth rescue, actives largely listed as activators. actives 0.063% (n = 410,000). AID 1347071; also: potency is read from the fitted curve at half-maximal effect; nearly all actives have a fitted effect of over 55% in size
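Yeast A-beta toxicity model in growth medium with pinned compounds, 48 h at 30 C; growth read as absorbance at 600 nm. Normalized to FeCl3/clioquinol equimolar mix (positive) and DMSO (negative).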
EPAC1 agonist – agonists of human EPAC1. O95398. EPAC1 agonist qHTS, biochemical assay; response scale: 100% = response to 6.5 mM cAMP. Potency, µM (doses to about 154 µM), for the others: top-dose activation, actives largely listed as activators. actives 0.073% (n = 360,000). AID 720707; also: potency is read from the fitted curve at half-maximal effect; nearly all actives have a fitted effect of over 60% in size
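Multi-concentration qHTS readout: loss of Rap1B-bound BODIPY-GDP fluorescence driven by 100 nM EPAC1 with excess GDP (50 uM), monitored kinetically at room temperature; agonist response expressed relative to 6.5 mM cAMP.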
PI5P4Ka inh – blocks human PI5P4K alpha kinase activity | P48426 | PI5P4Kalpha enzyme, ADP-Glo luminescence, 60 min; active compounds read low | max response, % | actives 1.2% (n = 330,000); active = max response of -50% or lower; inconclusive = between -30% and -50%; inactive = -30% or higher; also: value at the top dose of about 77 µM; % is scaled to controls: 0 for no effect and ±100 for the full control effect
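Enzyme plus substrate dispensed, test compounds pinned in, then ATP (5 microM final) added. After 60 min at RT, ADP-Glo reagent 1 for 45 min and reagent 2 for 30 min preceded luminescence imaging.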
An asterisk follows results filed as active; ? = inconclusive; / = not tested or not shown; [ ] = remark or other dose. Unless noted, calls follow the shape of the dose curve; as a rule, active = well fitted curve in the direction sought with a large enough effect; inconclusive = small, poorly fitted or top-dose-only effect, or another doubt; inactive = no such curve, though single readings can be large; an effect the other way counts as inactive or inconclusive. Not a hit list, and some 4.1% of all compounds hit somewhere here.

smiles	FUS suppressor	PLK1 PBD block	EPAC1 antag	WRN inhibitor	IL2 activator	Abeta rescue	EPAC1 agonist	PI5P4Ka inh
CCN(CC(=O)Nc1c(F)cccc1F)C(=O)c1cnc(C)cn1	-14%	8%	5%	2%	-0.7	-5%	-3%	1
CCOC(=O)N1CCN(C(=O)CS(=O)(=O)Cc2nc(-c3cccc(OC)c3)oc2C)CC1	18%	-12%	22%	0%	-3.0	-17%	8%	3
COc1ccccc1CNC(=O)COC(=O)C1=COCCO1	/	-6%	5%	5%	-0.2	-6%	2%	3
O=C(CN(C(=O)CNC(=O)c1cccs1)c1ccccc1F)NC1CCCCC1	5%	-11%	-1%	8%	-2.7	-8%	0%	5
COc1ccc(Br)cc1/C=N/NC(=O)c1ccco1	-25%	-16%	13%	10%[57.1 µM]	0.1	0%	-3%	-1
CC(C)(C)N(CC#CCC(O)(c1ccccc1)C1CCCC1)CCO (stereo not drawn)	6%	-8%	0%	-12%	-0.4	-1%	-7%	-3
O=C(CSCc1ccc(Br)cc1)NCCc1ccccc1	16%	-12%	-13%	-3%	0.9	14%	17%	-1
COc1ccc(C(=O)N2CCN(c3ccc(NC(=O)c4ccco4)cc3)CC2)cc1	/	0%	8%	-8%	1.9	2%	-4%	-2
O=C(Nc1ccncc1)c1cc(S(=O)(=O)N2CCCCC2)ccc1Cl	-3%	1%	5%	1%	-4.3	-7%	0%	2
O=C(NC1CCCCC1)C(c1ccccc1F)N(Cc1ccco1)C(=O)c1ccccn1 (stereo not drawn)	2%	-4%	5%	-1%	-0.7	-5%	-4%	2
O=C(NCc1nnc(SCC(=O)N2CCCC2)o1)c1c(F)cccc1F	/	-2%	-6%	-30%	2.3	-6%	4%	2
COc1ccccc1-n1c(=S)[nH]c2c(sc(=S)n2-c2ccccc2C)c1=O	36%	27µM*	-4%	-2%	-1.6	-3%	0%	-23
COc1ccc(NC(=O)Nc2cnccn2)c(OC)c1	7%	2%	6%	-6%	0.2	3%	8%	-3
O=C(CO/N=C/c1ccc(OC(F)F)cc1)NC1CCCCC1	-2%	-19%	-16%	-6%	-0.4	-11%	-10%	-9
O=C(c1ccccc1Cl)N1CCCC(c2nc3c(nnn3Cc3ccccc3)c(=O)[nH]2)C1 (stereo not drawn)	?	-7%	-8%	-9%	0.6	-22%	1%	/
COc1ccc2nc(NC(=O)c3ccc(Br)s3)sc2c1	-9%	-4%	2%	6%[57.1 µM]	-1.9	-5%	1%	-11
COc1cc(NC(=O)C2CCCN2S(=O)(=O)c2ccc3c(c2)CC(C)N3C(C)=O)cc(OC)c1 (stereo not drawn)	15%	-7%	10%	-2%	-1.0	14%	-4%	5
Cn1c(SCC(=O)N2CCCc3ccccc32)nc2cccnc21	14%	-6%	4%	3%	-1.2	-17%	-8%	-5
CC1CCCN(C(=O)C2CCN(c3nc(-c4ccccc4)nc4c3CCC4)CC2)C1 (stereo not drawn)	23%	0%	-24%	3%	-0.4	-2%	-20%	-6
Cc1onc(-c2ccccc2)c1C(=O)Nc1ccc(N2CCOCC2)cc1	7%	0%	-2%	11%	0.4	19%	-5%	-2
CC1CC(C)CN(C(=O)c2ccc(C#N)cc2)C1 (stereo not drawn)	3%	-5%	8%	-35%	-0.8	-29%	-3%	-6
NS(=O)(=O)c1ccc(CCNC(=O)c2cc(-c3cccs3)nc3ccccc23)cc1	-4%	-5%	1%	2%	0.5	-7%	-5%	-14
CCOc1ccccc1C1C(C(=O)Nc2ccc(OC)cc2)=C(C)Nc2nc(CCCO)nn21 (stereo not drawn)	-6%	0%	-6%	1%	-2.5	-20%	-3%	8
CC(C)c1cc(C(C)C)c(S(=O)(=O)NC(c2ccccn2)C23CC2C3)c(C(C)C)c1 (stereo not drawn)	?	-12%	?	-8%	-1.3	-21%	-20%	2
COc1ccccc1/C=C/C(=O)OCC(=O)N1CCN(S(=O)(=O)c2ccc(C)cc2C)CC1	1%	-6%	-22%	-32%	0.2	14%	0%	2
Cc1ccc(C(C)C)c(OCC(=O)N/N=C2\CC(=O)CC(C)(C)C2)c1	17%	-10%	12%	8%	0.1	5%	5%	5
O=C(CCn1c2c(c3ccccc31)CCCC2)NNC(=O)c1ccc(Cl)c([N+](=O)[O-])c1	/	30µM*	17%	-14%	0.1	-11%	-1%	4
COc1cc(N)c(Cl)cc1C(=O)OCC(=O)N1CCc2ccccc21	-1%	-9%	11%	6%	0.0	7%	2%	0
CC(C)CCCC(C)CCOC(=O)CN1CCCC1 (stereo not drawn)	-17%	-1%	-10%	-4%	-2.9	-19%	-4%	9
C=CCn1c(Cc2csc(N)n2)nnc1SCC(=O)OCC	17%	-4%	12%	9%	-1.7	-14%	2%	/

Some of these compounds in order of the PI5P4Ka inh value, lowest first.
Molecule | PLK1 PBD block | EPAC1 antag | WRN inhibitor | IL2 activator | EPAC1 agonist | PI5P4Ka inh
COc1ccccc1-n1c(=S)[nH]c2c(sc(=S)n2-c2ccccc2C)c1=O | 27µM* | -4% | -2% | -1.6 | 0% | -23
COc1ccc(NC(=O)Nc2cnccn2)c(OC)c1 | 2% | 6% | -6% | 0.2 | 8% | -3
COc1ccccc1CNC(=O)COC(=O)C1=COCCO1 | -6% | 5% | 5% | -0.2 | 2% | 3

Record cards (already shown).
Profile of CCOC(=O)N1CCN(C(=O)CS(=O)(=O)Cc2nc(-c3cccc(OC)c3)oc2C)CC1 → FUS suppressor: 18%; PLK1 PBD block: -12%; EPAC1 antag: 22%; WRN inhibitor: 0%; IL2 activator: -3.0; Abeta rescue: -17%; EPAC1 agonist: 8%; PI5P4Ka inh: 3
Profile of O=C(CSCc1ccc(Br)cc1)NCCc1ccccc1 → FUS suppressor: 16%; PLK1 PBD block: -12%; EPAC1 antag: -13%; WRN inhibitor: -3%; IL2 activator: 0.9; Abeta rescue: 14%; EPAC1 agonist: 17%; PI5P4Ka inh: -1

(listing goes on)
smiles	FUS suppressor	PLK1 PBD block	EPAC1 antag	WRN inhibitor	IL2 activator	Abeta rescue	EPAC1 agonist	PI5P4Ka inh
O=C(CNC(=O)c1ccc(Cl)cc1Cl)OCn1nnc2ccccc2c1=O	11%	-17%	-18%	-15%	-1.1	31%	?	-9
CN(C)c1ccc(C(=O)NCC2CCCO2)cc1 (stereo not drawn)	13%	-9%	2%	1%	-2.3	-3%	-5%	2
CN1C(=O)/C(=C/c2ccccc2OCc2cccc(F)c2)N(C)C1=S	25%	-3%	6%	2%	0.3	13%	5%	/
O=C(O)C1Cc2ccccc2CN1S(=O)(=O)c1ccc(Cl)cc1 (stereo not drawn)	11%	-11%	-21%	-9%	0.7	0%	11%	9
COC(=O)c1ccc(C(=O)OC)c(NC(=O)CSc2ccccn2)c1	14%	-7%	10%	4%	-4.2	-45%[inhibitor]	5%	/
OC(CNCc1ccccc1)(c1ccc(F)cc1)c1ccc(F)cc1	-13%	-1%	-10%	1%	-2.9	-1%	-6%	1
Cn1c(=O)c2cc3ccc(Cl)cc3nc2n(C)c1=O	-3%	0%	-8%	-2%	0.8	-3%	7%	-5
CCCN(C(=O)CSc1nnc(-c2ccncc2)n1CCC)c1c(N)n(Cc2ccccc2)c(=O)[nH]c1=O	-19%	1%	12%	4%	-2.8	5%	5%	-2
Cc1ccccc1C(=O)Nc1ccnn1C1CCN(Cc2ccccn2)CC1	/	-5%	-5%	-32%	-2.3	-1%	7%	-1
COc1cc(OC)cc(C(=O)N[C@H](C(=O)OCC(=O)c2ccc(F)cc2)C(C)C)c1	9%	-2%	-2%	-5%	0.6	9%	-3%	1
COc1ccc(S(=O)(=O)N(CCc2ccccc2)CC(=O)N2CCOCC2)cc1	15%	-7%	-1%	0%	-3.0	3%	11%	10
CC(=O)Nc1nc(CC(C)C)cc(-c2ccco2)c1C#N	-7%	1%	7%	4%	-2.5	13%	3%	/
CC1=[N+](C)N(c2ccccc2)C(=O)C1N=Cc1ccccc1Cl (stereo not drawn)	-14%	-13%	-1%	-4%	0.3	-16%	4%	-2
COc1ccc(N/N=C(/Oc2ccc([N+](=O)[O-])cc2)C(C)=O)cc1	-8%	-2%	-3%	-13%	-0.1	24%	3%	-4
COc1cc(C2NC(=O)NC(C)=C2C(=O)OCC2CCCO2)ccc1O (stereo not drawn)	26%	-5%	3%	-18%	0.2	-5%	-8%	/
Cc1occc1C(=O)N/N=C/C(Br)=C\c1ccccc1	8%	7%	-7%	-10%	-0.1	8%	8%	0
Cc1cccc2cc3c(NC(=O)C(C)(C)C)nn(CC(C)C)c3nc12	22%	?	?	2%	-1.9	14%	-17%	6
O=C(NCCc1ccc(Cl)cc1Cl)C1=CC=CN2CCS(=O)(=O)N=C12	-15%	-2%	-11%	9%	-0.4	-19%	3%	3
Cc1ccc(-n2cc(CNCC3CC(=O)N(C4CC4)C3)c(-c3cccc(C)c3)n2)cc1 (stereo not drawn)	8%	5%	14%	3%	1.0	17%	5%	0
COc1cccc(/C=C/C(=O)OCC(=O)c2ccc(Br)cc2)c1	-1%	0%	-21%	-5%	-0.7	2%	-4%	3
C=CCc1c(C)nc2c(OC)cccc2c1Cl	-1%	-22%	4%	-2%	-0.7	10%	-2%	7
O=C(NNC(=O)C1CCCC1)c1cc([N+](=O)[O-])cc([N+](=O)[O-])c1	/	-8%	4%	3%	0.8	-7%	12%	-20
CC(C)N1CCN(c2ccncc2S(=O)(=O)N2CCCCC2)CC1	-30%	-6%	5%	5%	3.6	8%	3%	1
COc1cc(OC)c(/C=N/NC(=O)c2ccc(Cn3nc([N+](=O)[O-])cc3C)cc2)c(OC)c1	0%	-5%	-1%	3%	-0.2	13%	13%	-5
Cc1cc(C)c(S(=O)(=O)c2ccc(C(C)(C)C)cc2)c(Cl)n1	15%	-6%	-23%	-4%[57.1 µM]	7.0	-17%	11%	17
CC1CCCCN1CCCNC(=O)c1c(O)nc2ccccn2c1=O (stereo not drawn)	8%	-13%	-6%	-4%	0.4	-12%	9%	0
COC(=O)c1cc2c(ccn2-c2ccc(F)cc2)n1C(C)C	19%	2%	-1%	-2%	-0.4	15%	6%	/
CCC1Oc2ccc(C)cc2N(CC(=O)NCc2ccccc2OC)C1=O (stereo not drawn)	18%	-3%	10%	15%	-4.6	-3%	-5%	3
CCOc1ccccc1NC(=O)C1CCCN(S(C)(=O)=O)C1 (stereo not drawn)	8%	-1%	1%	-5%	-0.6	-1%	4%	2
O=C(Nc1ccc2ccccc2c1)N1CCN(c2ncccc2C(F)(F)F)CC1	7%	-10%	12%	-11%	-2.0	-10%	11%	-7
Cc1noc(C)c1C(=O)Nc1ccccc1-c1ccccc1	-11%	-6%	7%	3%	0.2	14%	4%	/
